MOR-DOR inv ag – inverse agonists of MOR-DOR heterodimerization, primary screen, cell-based, luminescence; actives 0.21% (n = 340,000); inhibition, % at 9.3 µM; cell-based MOR-DOR heterodimer luminescence, inverse agonism; Mu-type opioid receptor (Homo sapiens) + Delta-type opioid receptor (Homo sapiens), …; in the data active = inhibition above about 22%, passing the limit was not always enough;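 also: 0% = cells with DMSO and 100% = wells without cells with DMSO; values of inactives mirror those of a sister screen read the other way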
Mot1-301 SUMO – yeast Mot1-301 growth rescue at high temperature, primary screen, SUMOylation pathway inhibitor project, S. cerevisiae, ATP luminescence, 38.5C. S. cerevisiae Mot1-301 growth rescue; percent above DMSO median, 100 means doubled. growth rescue, % at 18.8 µM. actives 1% (n = 320,000);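 active = every valid replicate shows activation above 250% relative to neutral control wells; inactive = the rest, any valid replicate at or below 250%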;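 also: OY570 slx delta 5 strain wells were the positive control but not used for scaling; some compounds called inactive have numbers as strong as hits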
PKA-R1A activ – activators of PKA-R1A holoenzyme, primary screen, biochemical, fluorescence polarization, Cy5-IP20, bovine R1A, mouse PKAc; PKA-R1A dissociation; scaled: DMSO 0%, 113 µM cGMP 100%; activation, % at 11.4 µM; AID 504707, 2011; actives 0.083% (n = 340,000); cAMP-dependent protein kinase type I-alpha regulatory subunit (Bos taurus) + …;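 active = percent activation above the mean of all tested compounds plus 3 SD, cut at about 19% in these data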;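 also: higher means more PKAc released from R1A so a rise in polarization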
OPRM1-OPRD1 ag – agonists of OPRM1-OPRD1 heterodimerization, primary screen, cell-based, luminescence. Mu-type opioid receptor (Homo sapiens) + Delta-type opioid receptor (Homo sapiens), …. cells. AID 504326, 2011. actives 0.3% (n = 340,000). activation, % at 9.3 µM; in the data active = activation above about 18%;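 also: 0% = vehicle-treated cells and 100% = reference agonist; values of inactives mirror those of a sister screen read the other way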
PfHsp90 set2 – growth inhibition of PfHsp90-expressing yeast, primary screen, antimalarial PfHsp90 inhibitor project, S. cerevisiae, BacTiter-Glo luminescence, single point, set 2. BacTiter-Glo ATP, 48 h; yeast lacking PDR1 and PDR3 efflux regulators. inhibition, % at 9.4 µM. actives 0.32% (n = 310,000). AID 504621, 2011;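 active = every replicate shows inhibition above about 80%, whatever the replicate mean, limit read from the data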;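 also: 0% = DMSO neutral controls and 100% = 20 µM radicicol positive controls; yeast relying on Plasmodium falciparum Hsp90 in place of its own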
HTR5A ag ctr – HTR5A agonists in luminescence cell assay, primary screen, counter-screen for OPRM1-OPRD1 heterodimer agonist project, full-deck HTS. actives 0.61% (n = 340,000). activation, % at 9.3 µM. cell-based; in the data active = activation mostly above about 9.5%, no sharp cut-off; inactive = mostly below about 7.6%;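 also: 0% = cells with vehicle only and 100% = reference agonist; strong numbers were not always called active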
Target sequence (P47898 whole entry, looked up): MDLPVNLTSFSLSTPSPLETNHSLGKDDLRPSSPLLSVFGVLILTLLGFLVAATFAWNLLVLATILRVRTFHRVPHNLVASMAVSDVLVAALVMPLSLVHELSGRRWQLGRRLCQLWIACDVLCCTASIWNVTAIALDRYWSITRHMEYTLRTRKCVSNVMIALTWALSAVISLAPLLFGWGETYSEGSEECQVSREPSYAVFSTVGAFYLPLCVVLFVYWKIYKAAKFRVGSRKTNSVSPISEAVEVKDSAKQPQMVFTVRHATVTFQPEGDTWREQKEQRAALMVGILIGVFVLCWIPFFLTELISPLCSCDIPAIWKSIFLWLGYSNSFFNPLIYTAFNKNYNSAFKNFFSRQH
HTR5A inv ag – HTR5A inverse agonists in luminescence cell assay, primary screen, counter-screen for OPRM1-OPRD1 heterodimer inverse agonist project, full-deck HTS; HTR5A cell line, inverse agonism; actives 0.083% (n = 340,000); 5-hydroxytryptamine receptor 5A (Homo sapiens), P47898; AID 504634, 2011; inhibition, % at 9.3 µM; in the data active = inhibition mostly above about 23%, no sharp cut-off; inactive = mostly below about 18%;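 also: 0% = cells with DMSO and 100% = no-cell wells with DMSO; some compounds called inactive have numbers as strong as hits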
phage Ecoli inh – growth loss of phage-infected E. coli, primary screen, RecBCD inhibitor project, absorbance, with phage, HTS; inhibition, % at 11.9 µM; actives 0.26% (n = 360,000); AID 651602, 2012; in the data active = inhibition above about 11%
AddAB inh – growth inhibition of E. coli expressing H. pylori AddAB, primary screen, AddAB inhibitor project, absorbance. inhibition, % at 11.9 µM. actives 0.29% (n = 330,000). AID 435030, 2010; in the data active = inhibition above about 12%;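 also: 0% = vehicle wells of infected cells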
DSG3 Ab inh – inhibitors of pemphigus antibody binding to DSG3, primary screen, biochemical, bead-based, flow cytometry, scFv-GFP; DSG3-coupled beads, scFv-anti-DSG3-GFP binding; active compounds read low; actives 0.48% (n = 310,000); Desmoglein-3 (Homo sapiens), P32926; AID 588358, 2011; binding (percent of control), % at 10 µM;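 active = binding more than 3 SD below its plate's average and above zero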;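 also: hits lower antibody fragment binding to DSG3; some compounds called inactive have numbers as strong as hits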
Ecoli viability – E. coli V3065 growth inhibition, primary screen, counter-screen for AddAB inhibitor project, absorbance, OD600; 18 h; inhibition, % at 11.9 µM; actives 0.27% (n = 330,000);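 active = inhibition above the campaign's mean inhibition across all tested compounds plus 3 SD, cut at about 9.9% in these data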;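 also: uninfected addAB+ strain grown without phage in ampicillin broth; 0% = DMSO wells and 100% = ciprofloxacin 0.95 µg/ml wells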
Numbers without * were called inactive; . = not tested or not shown; + = active, no number.

smiles	HTR5A ag ctr	DSG3 Ab inh	phage Ecoli inh	PKA-R1A activ	MOR-DOR inv ag	PfHsp90 set2	HTR5A inv ag	OPRM1-OPRD1 ag	AddAB inh	Mot1-301 SUMO	Ecoli viability
CCCC[n+]1ccn(-c2nc3ccccc3nc2[N-]S(=O)(=O)c2ccc(C)cc2)c1	1	102	0.9	1	-7	-15	-15	1.2	3.8	-3	4.0
COc1ccc(CN2C(=O)c3cccnc3C2=O)cc1S(=O)(=O)NCc1ccccc1	-1	96	0.9	-3	4	0	8	-0.8	4.4	0	-0.2
COc1cc2c(cc1NC(=O)C(F)(F)F)-c1ccc(NC(=O)C(F)(F)F)cc1C2	8	101	1.2	-11	16	2	-29	-3.7	.	.	.
CC1CCc2c(sc(NC(=O)c3cccn3C)c2C(N)=O)C1 (configuration not stated)	1	90	0.8	-6	-3	-3	-5	0.6	0.9	9	-1.6
C=CCN1C(c2ccccc2)=CS/C1=C(\C#N)c1nnc2n1CCCCC2	4	99	-0.4	-7	13	14	-22	-2.3	0.3	1	-2.3
Cc1ccc(NC(=O)CSc2ccc(-c3ccccn3)nn2)cc1	3	97	10	1	2	21	-8	-0.3	9.4	34	4.0
CC(C)(C)c1ccc(C(=O)NCC(=O)N2CCNC(=O)C2)cc1	-2	110	1.5	-7	3	-12	4	-0.6	1.7	2	0.2
Cc1ccc([N+](=O)[O-])cc1N=C(c1ccc([N+](=O)[O-])cc1)N1CCOCC1	3	99	0.9	-7	1	-9	-9	-0.2	3.9	-15	-2.3
Cn1c(=O)c(C(=O)NC2CCCCCC2)c(O)c2ccccc21	1	97	4.2	-4	-6	10	-4	1.4	.	-20	.
Cc1ccccc1NC(=O)c1cc(N)ccc1N1CCCCC1	2	103	3.8	-3	-11	.	9	2.1	1.5	-4	0.8
Cn1c(=O)cc(SCC(=O)N2CCCC2)c2cc(Cl)ccc21	6	104	2.9	-26	22	16	-16	-5.1	-1.1	13	-0.2
CC(C)C(NC(=O)OCc1ccccc1)C(=O)OCC(=O)N1C(C)CCCC1C (configuration not stated)	3	99	.	-8	3	7	-31	-0.6	2.9	-4	0.0
CCCc1nc2ccccc2n1C(=S)SC	-2	106	5.3	4	5	-38	18	-1.0	-1.5	4	0.3
COc1cc(CN2CCNC(=O)C2CC(=O)NCCCN2CCOCC2)cc(OC)c1 (configuration not stated)	9	.	-0.2	1	3	14	11	-0.5	2.3	0	-0.5
CCN(CC)C(=O)Cn1cc(C(=O)C(=O)N(CC)C2CCCCC2)c2ccccc21	2	108	1.8	-14	13	-18	-5	-1.8	-1.0	-10	1.8
CC(=O)Nc1ccc(-n2c(C)nc(=O)c(-c3ccccc3)c2C)cc1	10*	105	2.5	1	10	-6	-4	-1.8	2.5	-7	1.1
Cc1ccc(CNS(=O)(=O)c2ccc(C(F)(F)F)cc2)n1C	.	100	0.8	.	.	-1	.	.	1.1	-2	-1.4
COc1ccc(CCNC(=O)C2CC(=O)N(C3CCCC3)C2)cc1OC (configuration not stated)	4	99	0.3	-2	9	34	-2	-1.6	1.3	15	-0.2
CCn1c(CNC(=O)c2cccs2)n[nH]c1=S	2	85	3.8	-8	12	-21	8	-2.4	2.2	-1	-0.5
CC1CCC(C(C)C)C(OC(=O)COC(=O)c2cccn2C)C1 (configuration not stated)	-4	95	4.6	6	-22	16	-23	3.7	0.7	377*	0.1

7 consecutive records already listed:
smiles	HTR5A ag ctr	DSG3 Ab inh	phage Ecoli inh	PKA-R1A activ	MOR-DOR inv ag	PfHsp90 set2	HTR5A inv ag	OPRM1-OPRD1 ag	AddAB inh	Mot1-301 SUMO	Ecoli viability
Cn1c(=O)cc(SCC(=O)N2CCCC2)c2cc(Cl)ccc21	6	104	2.9	-26	22	16	-16	-5.1	-1.1	13	-0.2
CC(C)C(NC(=O)OCc1ccccc1)C(=O)OCC(=O)N1C(C)CCCC1C (configuration not stated)	3	99	.	-8	3	7	-31	-0.6	2.9	-4	0.0
CCCc1nc2ccccc2n1C(=S)SC	-2	106	5.3	4	5	-38	18	-1.0	-1.5	4	0.3
COc1cc(CN2CCNC(=O)C2CC(=O)NCCCN2CCOCC2)cc(OC)c1 (configuration not stated)	9	.	-0.2	1	3	14	11	-0.5	2.3	0	-0.5
CCN(CC)C(=O)Cn1cc(C(=O)C(=O)N(CC)C2CCCCC2)c2ccccc21	2	108	1.8	-14	13	-18	-5	-1.8	-1.0	-10	1.8
CC(=O)Nc1ccc(-n2c(C)nc(=O)c(-c3ccccc3)c2C)cc1	10*	105	2.5	1	10	-6	-4	-1.8	2.5	-7	1.1
Cc1ccc(CNS(=O)(=O)c2ccc(C(F)(F)F)cc2)n1C	.	100	0.8	.	.	-1	.	.	1.1	-2	-1.4

Going on with the list.
smiles	HTR5A ag ctr	DSG3 Ab inh	phage Ecoli inh	PKA-R1A activ	MOR-DOR inv ag	PfHsp90 set2	HTR5A inv ag	OPRM1-OPRD1 ag	AddAB inh	Mot1-301 SUMO	Ecoli viability
CCN(CC)CCCNC(=O)c1cc(-c2ccccc2)c(N2CCCCC2)s1	-1	114	1.0	-6	9	-24	4	-1.9	-1.1	-8	-2.2
COc1ccc(NC(=O)COC(=O)Cc2ccccc2[N+](=O)[O-])cc1OC	-1	95	4.2	0	-1	-24	2	0.1	1.4	25	2.4
CCOc1cccc(C(=O)N(Cc2cccc(F)c2)C2CCS(=O)(=O)C2)c1 (configuration not stated)	4	102	0.3	-8	7	-2	21	-1.3	3.1	.	-1.9
O=C(NCc1ccccc1)c1ccc(NC(=O)C2CC2)cc1	5	102	0.7	-2	26	-18	-18	-5.5	.	.	.
O=[N+]([O-])c1ccc(Oc2cnc3ccccc3n2)cc1	-2	107	4.6	-5	9	-14	-10	-1.9	1.7	-8	-1.4
CCOC(=O)CC(=O)CSc1nc(N)c(C#N)c(-c2ccc(Cl)cc2)c1C#N	4	101	4.5	4	2	7	-1	-0.3	-1.0	10	-4.7
FC(F)(F)c1cc(-c2ccc(Cl)cc2)nc2ncnn12	1	99	2.3	-4	10	3	4	-1.7	-0.9	8	0.8
COc1cccc(CNS(=O)(=O)c2ccc3c(c2)CC(C)N3C(=O)C2CCC2)c1 (configuration not stated)	1	102	1.5	0	-9	-4	6	1.7	2.1	116	-1.8
CCC(C)N(C)C1CCN(C(=S)Nc2ccc(OC)cc2)CC1 (configuration not stated)	4	101	0.8	-11	15	16	-11	-3.1	-0.4	2	1.8
CCOc1ccc(CCNC(=O)CN2C(=O)NC3(CCCC3)C2=O)cc1OCC	3	120	0.4	-2	10	-9	-12	-1.8	4.3	-22	0.3
CCOC(=O)N1CCN(C(=O)COc2ccc(S(=O)(=O)NC(C)C)cc2)CC1	-1	105	3.5	6	7	.	2	-1.3	2.2	-9	0.0
Cc1nc(C2CC(=O)OC23CCCCC3)cs1 (configuration not stated)	-7	113	-0.3	-2	2	.	14	-0.5	4.7	-13	-0.6
Cc1cccc(C(=O)NCC(=O)N(C)CC(=O)Nc2ccc(N3CCOCC3)cc2)c1	3	104	1.6	-3	21	-9	18	-4.0	0.9	-5	0.0
COc1ccc(S(=O)(=O)N2CCC(C(=O)NCCCN3CCOCC3)CC2)cc1	3	69	3.5	4	12	-11	16	-2.4	0.8	11	-0.1
CCn1c(O)c(C=Nc2ccccc2)sc1=O	2	98	2.9	15	0	22	-6	0.1	1.1	-15	-0.7
CN(c1ccccc1)S(=O)(=O)c1cccc(NC(=O)c2ccc(=O)[nH]c2)c1	3	.	-2.2	-14	6	9	-6	-1.5	2.3	-5	-0.5
COc1ccc(CC(=O)c2ccccc2C(=O)O)cc1	-3	100	2.5	-3	6	-6	8	-1.1	2.3	8	-0.2
O=C(COC(=O)Cc1ccc(Cl)cc1)Nc1ccc2[nH]c(=O)[nH]c2c1	-3	.	2.8	4	10	-4	8	-2.0	0.3	2	0.1
COc1ccccc1CSc1ncc(-c2ccc([N+](=O)[O-])cc2)[nH]1	-2	92	3.0	-4	-26	-10	10	4.3	-0.2	+	0.1
COc1ccc(-c2ncncc2-c2ccccc2)c(O)c1	3	105	1.3	0	16	-10	-10	-3.5	-1.0	5	-1.0
Nc1nc(N)c(Br)c(Nc2ccc(Cl)c(Cl)c2)n1	1	100	2.1	3	-3	.	-5	0.5	.	.	.
Cn1cc(Cl)c(C(=O)N2CCN(c3ncccn3)CC2)n1	1	.	0.9	7	-1	-7	-10	0.2	-2.7	-9	-1.1

Source: PubChem BioAssay
